Source: PubChem BioAssay
PLK1 PBD block: inhibitors of human PLK1 polo-box domain binding. P53350. Plk1 PBD binding of FITC phosphopeptide, fluorescence polarization. Potency, µM, inactives show max response, negative = inhibition, actives largely listed as inhibitors. 360,000 tested, 2.8% active. AID 720504; note: potency is the fitted concentration of half-maximal effect; series mostly up to about 57 µM; % is set by controls: 0 for no effect and ±100 for the full control effect; nearly all actives have a fitted effect of over 65% in size
GLP-1R agonist: agonists of human GLP-1 receptor. P43220. HEK293 GLP-1R CRE-luciferase, luminescence, 4-6 h; cells express a hypersensitive GLP-1R form. Potency, µM (titrated, usually from 45.6 µM), inactives show at the top dose activation, most hits filed as activators. 380,000 tested, 0.007% active; note: potency is the fitted concentration of half-maximal effect; % of control where 0% means no effect
Target sequence (P43220 whole entry, looked up): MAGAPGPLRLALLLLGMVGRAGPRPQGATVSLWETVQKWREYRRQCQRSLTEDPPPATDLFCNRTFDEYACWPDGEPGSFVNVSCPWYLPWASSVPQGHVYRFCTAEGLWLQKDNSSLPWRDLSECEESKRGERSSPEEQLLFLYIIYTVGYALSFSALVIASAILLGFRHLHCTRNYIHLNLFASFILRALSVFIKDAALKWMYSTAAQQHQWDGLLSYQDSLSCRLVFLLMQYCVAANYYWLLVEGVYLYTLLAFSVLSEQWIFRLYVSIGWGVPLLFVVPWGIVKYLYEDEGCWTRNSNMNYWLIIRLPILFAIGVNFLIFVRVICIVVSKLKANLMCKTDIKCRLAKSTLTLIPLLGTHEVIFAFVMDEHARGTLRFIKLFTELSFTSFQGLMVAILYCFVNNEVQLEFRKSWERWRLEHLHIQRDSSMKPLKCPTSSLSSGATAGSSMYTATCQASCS
GLP-1R inv ag: GLP-1 receptor (human) inverse agonism. Potency, µM (highest dose often 38.3 µM), without a hit: at the top dose activity change, negative = inhibition, actives largely listed as inhibitors. 410,000 tested, 1.6% active. AID 624417. HEK293 GLP-1R CRE-luciferase, luminescence, 24 h; GLP-1R form is constitutively active; note: potency is the fitted concentration of half-maximal effect; % is set by controls: 0 for no effect and ±100 for the full control effect; nearly all actives have a fitted effect of over 55% in size
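Luminescence readout: a drop in cAMP-driven luciferase signal flags inverse agonism at a constitutively active GLP-1R stably expressed in HEK293. Compound exposure lasted 24 hr at 37 deg C, 5% CO2.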
WRN inhibitor: WRN helicase (human) inhibition | AID 651768 | WRN helicase unwinding, fluorescent forked duplex, kinetic | Q14191 | 360,000 tested, 0.46% active | Potency, µM (top dose mostly 114 µM), inactives show at the highest dose activity change, negative = inhibition, hits mostly inhibitors; note: potency is the fitted concentration of half-maximal effect; % is set by controls: 0 for no effect and ±100 for the full control effect; nearly all actives have a fitted effect of over 55% in size
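Kinetic red-fluorescence monitoring (525/598 nm) tracks WRN helicase activity after 100 nM fluorophore-quencher forked duplex and 2 mM ATP are added to 20 nM enzyme pretreated 15 min at room temperature with compound.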
D3 ag: activates the human D3 dopamine receptor. P35462. D3R DiscoveRx beta-arrestin cells, luminescence, 90 min. max activation, %. 410,000 tested, 0.58% active. AID 652048; in the data active = max activation above about 30%; note: 0% is about no effect; mostly tested at two doses, the higher about 12 µM
Target sequence (P35462 whole entry, looked up): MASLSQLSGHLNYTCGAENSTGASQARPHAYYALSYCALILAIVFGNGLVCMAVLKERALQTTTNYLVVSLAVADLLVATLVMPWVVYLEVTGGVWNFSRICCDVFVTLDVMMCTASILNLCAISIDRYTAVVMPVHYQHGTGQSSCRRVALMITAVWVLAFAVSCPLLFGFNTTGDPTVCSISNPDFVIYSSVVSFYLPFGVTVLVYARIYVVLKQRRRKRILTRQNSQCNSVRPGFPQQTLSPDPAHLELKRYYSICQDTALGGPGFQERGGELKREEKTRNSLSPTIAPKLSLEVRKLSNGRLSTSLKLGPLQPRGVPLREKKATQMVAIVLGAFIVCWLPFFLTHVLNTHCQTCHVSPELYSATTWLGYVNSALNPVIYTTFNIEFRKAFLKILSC
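Agonist mode: compounds and dopamine controls were applied to plated cells for 90 min at 37 degrees C after an overnight attachment at 1500 cells/well. Luminescent read-out followed 30 - 60 minutes at room temperature with DiscoveRx detection reagent.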
PI5P4K alpha inh: blocks human PI5P4K alpha kinase activity | P48426 | PI5P4Kalpha enzyme, ADP-Glo luminescence, 60 min; active compounds read low | max response, % | 330,000 tested, 1.2% active; active = max response of -50% or lower; inconclusive = between -30% and -50%; inactive = -30% or higher; note: value at the top dose of about 77 µM; % is set by controls: 0 for no effect and ±100 for the full control effect
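Controls without substrate or without enzyme flank wells where PI5P4Kalpha converts substrate using 5 microM ATP (final). Incubation lasts 60 minutes at room temperature; ADP formed is read by ADP-Glo luminescence.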
D3 antag: antagonists of human D3 dopamine receptor | P35462 | D3R cells, DiscoveRx beta-arrestin luminescence, antagonist mode; active compounds read low | max response, negative = inhibition, % | 360,000 tested, 2.5% active; in the data active = max response below about -50%; inconclusive = no clear call, values can overlap the other calls; note: % is set by controls: 0 for no effect and ±100 for the full control effect; mostly tested at two doses, the higher about 12 µM
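Cells expressing the human receptor were seeded at 1500 cells/well, incubated overnight at 37 degrees C in 5% CO2, then exposed to library compounds with dopamine controls for 90 minutes at 37 degrees C before luminescent detection.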
GLP1R cytotox: cytotoxic in the GLP-1 receptor inverse agonist counter-screen. HEK293 cAMP-luciferase reporter cells, luminescence, 24 h. Potency, µM (series often up to 38.3 µM), for inactives: top-dose activity change, negative = inhibition, most hits filed as inhibitors. 410,000 tested, 0.13% active. AID 624418;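 note: loss of luciferase light is scored as toxicity; potency is the fitted concentration of half-maximal effect; % is set by controls: 0 for no effect and ±100 for the full control effect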
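Seeding density was 200 cells/uL; after overnight-length (12 h) culture, 23 nL compounds went on for 24 h at 37 °C. Readout used a luciferase detection reagent, luminescence taken after 12 min at room temperature.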
IL2 activator: IL-2 activation; IL-2 activation reporter assay, cell-based qHTS; stimulated with anti-CD3/CD4/CD28 beads; in transgenic mouse T cells; activation, % (series mostly up to about 46 µM); 360,000 tested, 0.065% active; AID 652025; in the data active = activation above about 50%; inconclusive = mostly about 30% to 49%; note: 0% is about no effect
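Screening format: compound pinned onto unstimulated transgenic mouse T cells, 60 min incubation, then anti-CD3/anti-CD4/anti-CD28 bead stimulation for 18 hours at 37 degrees C, followed by EGFP and DsRed detection.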
The depositor's hits bear a star; u = inconclusive; x = no result given; & = joins results of further samples; ! = a repeat was not active; [ ] = another dose, or the depositor's remark. Unless noted, calls come from the whole dose curve; as a rule, active = well fitted curve in the direction sought with a large enough effect; inconclusive = small, poorly fitted or top-dose-only effect, or another doubt; inactive = no such curve, though single readings can be large; an effect the other way counts as inactive or inconclusive.

Field names – A = PLK1 PBD block; B = GLP-1R agonist; C = GLP-1R inv ag; D = WRN inhibitor; E = D3 ag; F = PI5P4K alpha inh; G = D3 antag; H = GLP1R cytotox; I = IL2 activator
COCc1cc(C)nc2sc(C(=O)NCCO)c(-n3cccc3)c12
  A: u	B: 10%	C: 11%	D: 7%	E: 6	F: -4	G: 4	H: -6%	I: -1.2

CCCn1c(SCC(=O)c2c(N)n(C3CC3)c(=O)[nH]c2=O)nnc1-c1ccncc1
  A: -14%	B: 2%	C: 4%	D: 2%	E: 2	F: -3	G: 2	H: -23%	I: -0.8

O=C(NCCN1C(=O)S/C(=C/c2cccnc2)C1=O)c1ccc(S(=O)(=O)N2CCCC2)cc1
  A: -8%	B: 14%	C: -17%	D: -3%	E: 20	F: 0	G: 25	H: -8%	I: 0.0

CCN1C(=O)[C@@H]2[C@@H](c3ccc(SC4CCCCC4)cc3)N3CCCC[C@@]3(C(=O)OC)[C@@H]2C1=O
  A: 13%	B: -5%	C: u	D: -13%	E: -5	F: 0	G: 5	H: 9%	I: 1.4

CC(C)n1nnnc1SCC(=O)NCc1ccc2c(c1)OCO2
  A: -9%	B: -7%	C: -18%	D: -4%	E: -6	F: -4	G: -22	H: 9%	I: -1.9

CC(=O)Nc1ccc(S(=O)(=O)N(CCCN2CCOCC2)Cc2cccs2)cc1
  A: -15%	B: 3%	C: 18%	D: 9%	E: -10	F: -5	G: -20	H: -2%	I: -0.3

CC(C)CCn1nnnc1C(c1ccc(F)cc1)N1CCN(C(=O)c2ccco2)CC1 (stereo not given)
  A: -8%	B: 0%	C: u	D: 4%	E: 0	F: -6	G: -76*	H: -17%	I: -0.1

CCCCc1nc2ccccc2c(NC(=O)CN2CCN(C)CC2)c1CCC
  A: -1%	B: 5%	C: -32%	D: u	E: -5	F: -1	G: 9	H: -30%	I: -2.3

Cc1cc(C)c2c3c(sc2n1)C1(CCSCC1)C(C#N)=C(N)O3
  A: -1%	B: 19%	C: 35%[activator]	D: -17%	E: 9	F: x	G: 15	H: -3%	I: 0.3

Cc1ccc(Cl)cc1NC1=C/C(=N\S(=O)(=O)c2cccs2)c2ccccc2C1=O
  A: u	B: -11%&-13%	C: 1µM*!	D: -12%&-12%	E: -36&-17	F: u	G: -108*	H: u	I: -1.0&-2.8

2 compounds picked at random from those above, as already listed:
Field names – A = PLK1 PBD block; B = GLP-1R agonist; C = GLP-1R inv ag; D = WRN inhibitor; E = D3 ag; F = PI5P4K alpha inh; G = D3 antag; H = GLP1R cytotox; I = IL2 activator
CC(=O)Nc1ccc(S(=O)(=O)N(CCCN2CCOCC2)Cc2cccs2)cc1
  A: -15%	B: 3%	C: 18%	D: 9%	E: -10	F: -5	G: -20	H: -2%	I: -0.3

CC(C)CCn1nnnc1C(c1ccc(F)cc1)N1CCN(C(=O)c2ccco2)CC1 (stereo not given)
  A: -8%	B: 0%	C: u	D: 4%	E: 0	F: -6	G: -76*	H: -17%	I: -0.1

Next records:
Field names – A = PLK1 PBD block; B = GLP-1R agonist; C = GLP-1R inv ag; D = WRN inhibitor; E = D3 ag; F = PI5P4K alpha inh; G = D3 antag; H = GLP1R cytotox; I = IL2 activator
C[C@@H](NC(=O)c1[nH]cnc1C(=O)Nc1ccon1)c1ccccc1
  A: -9%	B: 15%	C: 6%	D: -2%	E: -3	F: -14	G: u	H: u	I: -0.1

Cc1noc(C)c1COc1cccc(C(=O)Nc2ccc(C#N)cc2)c1
  A: -3%	B: 15%	C: -8%	D: -2%	E: 2	F: 2	G: 37	H: -7%	I: -1.1

COc1ccc(C(=O)OCC(=O)NC2CCCC2)c(OC)c1OC
  A: -4%	B: 18%	C: 7%	D: 16%	E: 7	F: -3	G: 12	H: 5%	I: 1.6

CCCCCCN1C[C@@H](O)[C@H](n2cc(COC(=O)c3ccccc3)nn2)C[C@@H]1c1ccccc1
  A: 0%	B: 0%	C: 1%	D: -1%	E: 3	F: 4	G: 1	H: -2%	I: 0.6

COc1ccc(Cl)cc1NC(=O)CN1CCC(n2nnc3cc(F)ccc32)CC1
  A: -2%	B: -2%	C: -3%	D: 14%	E: -7	F: 2	G: 6	H: -1%	I: 1.7

Cc1ccc(C(=O)Nc2cccc(C(O)c3ccccc3)c2)cc1 (stereo not given)
  A: 2%	B: -1%	C: u	D: -10%	E: -17	F: -6	G: -17	H: 4%	I: -3.2

CCOCCNC(=O)c1ccc2c3c(cccc13)CC2
  A: 0%	B: 6%	C: 14%	D: 11%	E: 1	F: -4	G: 7	H: -11%	I: -3.5

N#CC1=C(N)C(C#N)(C#N)[C@H](c2c(F)cccc2F)[C@H]2CC3(CC=C12)OCCO3
  A: -19%	B: 0%	C: 0%	D: -17%	E: -3	F: x	G: -24	H: 7%	I: 1.0

CCOC(=O)N1CCN(C(=O)CNC(=O)c2ccc(Br)cc2)CC1
  A: -5%	B: 6%	C: 12%	D: -8%	E: 3	F: 5	G: 16	H: 4%	I: -3.5

CCn1c(SCC(=O)Nc2cc(C)on2)nnc1-c1ccc(S(=O)(=O)N2CCN(C)CC2)cc1
  A: -4%	B: -10%	C: 0%	D: 6%	E: 1	F: -1	G: 40	H: 0%	I: -2.0

Gathered by group: the entries above with a Cl atom.
Field names – A = PLK1 PBD block; B = GLP-1R agonist; C = GLP-1R inv ag; D = WRN inhibitor; E = D3 ag; F = PI5P4K alpha inh; G = D3 antag; H = GLP1R cytotox; I = IL2 activator
Cc1ccc(Cl)cc1NC1=C/C(=N\S(=O)(=O)c2cccs2)c2ccccc2C1=O
  A: u	B: -11%&-13%	C: 1µM*!	D: -12%&-12%	E: -36&-17	F: u	G: -108*	H: u	I: -1.0&-2.8

COc1ccc(Cl)cc1NC(=O)CN1CCC(n2nnc3cc(F)ccc32)CC1
  A: -2%	B: -2%	C: -3%	D: 14%	E: -7	F: 2	G: 6	H: -1%	I: 1.7

Later entries:
Field names – A = PLK1 PBD block; B = GLP-1R agonist; C = GLP-1R inv ag; D = WRN inhibitor; E = D3 ag; F = PI5P4K alpha inh; G = D3 antag; H = GLP1R cytotox; I = IL2 activator
COc1ccc(-c2noc(-c3cccnc3)n2)cc1OC
  A: -2%	B: u	C: 139%[activator]	D: 2%[57.1 µM]	E: 0	F: 1	G: 9	H: 3%	I: 1.1

COc1c(Cl)cc(Cl)cc1C(=O)Nc1ccc(CN2CCCCC2)cc1
  A: 2%	B: 16%	C: u	D: 9%	E: 1	F: -4	G: -19	H: 5%	I: 0.8

CC(C)CCC(C)N=Cc1c(O)n(Cc2ccccc2)c(=O)c2ccccc12 (stereo not given)
  A: -3%	B: -14%	C: u	D: -17%	E: -1	F: 13	G: -8	H: 90%[activator]	I: -2.1

COc1ccc(C(=O)COC(=O)CSCc2c(C)noc2C)cc1OC
  A: -7%	B: 12%	C: 51%[activator]	D: 3%	E: 11	F: x	G: -25	H: -5%	I: -3.1

O=C(NCc1ccccc1)c1nc(S(=O)(=O)Cc2ccccc2)ncc1Cl
  A: u	B: -11%	C: u	D: -8%	E: 1&-23	F: -5	G: -78*	H: u	I: -1.2

COc1ccc(-c2nnc(SCc3c(C)noc3C)o2)cc1
  A: -5%	B: 14%	C: 15%	D: -9%	E: 0	F: -2	G: 4	H: -2%	I: 1.9

Cc1ccc(NC(=O)CN2C(=O)S/C(=C\c3cc(Cl)c(OCC(=O)O)c(Cl)c3)C2=O)cc1
  A: 24µM*	B: 0%	C: -1%	D: -11%[11.6 µM]	E: -2	F: u	G: -2	H: -3%	I: 0.1

COc1cc(CCC(=O)Nc2c(C(=O)N3CCN(c4ccccc4OC)CC3)oc3ccccc23)on1
  A: 1%	B: 1%	C: -69%	D: -9%	E: -1	F: 0	G: 7	H: -13%	I: -4.3

CCCCNC(=O)c1nc(C2CCN(S(=O)(=O)c3ccccc3)CC2)oc1-c1cccc(C(F)(F)F)c1
  A: 2%	B: 11%	C: 25%	D: -7%	E: 8	F: 17	G: 15	H: -1%	I: 0.7

Cc1ccc(N2CC(C(=O)OCC(=O)c3c(N)n(CC(C)C)c(=O)n(C)c3=O)CC2=O)cc1 (stereo not given)
  A: -12%	B: 7%	C: 3%	D: 4%	E: 2	F: 4	G: -2	H: 3%	I: -5.2

The list goes on:
SMILES	PLK1 PBD block	GLP-1R agonist	GLP-1R inv ag	WRN inhibitor	D3 ag	PI5P4K alpha inh	D3 antag	GLP1R cytotox	IL2 activator
O=Cc1cnc(N2CCCCC2)s1	2%	13%	1%	-6%	1	2	-21	-5%	0.1
COc1ccc2[nH]c3c(c2c1)CCNC3c1ccc([N+](=O)[O-])o1 (stereo not given)	u	-6%	u	-23%	3	u	23	-12%	15
CCOC(=O)CCCCC(=O)NC(CO)C(=O)NC (stereo not given)	-4%	-24%	16%	-14%	3	1	0	-6%	-0.5
O=C(CCS(=O)(=O)c1ccccc1)Nc1nc2c(s1)CCCC2	-7%	-1%	u	-5%	1	5	14	-10%	0.8
O=C(CCS(=O)(=O)c1cc2c(cc1Cl)NC(=O)CO2)NCc1ccc(F)cc1	-1%	-1%	1%	2%	2	0	18	-6%	0.7
O=C(CSc1nc2ncccc2[nH]1)c1ccc(F)cc1	-13%	4%	10%	-7%	-1	10	11	-2%	0.7
O=C(Cn1cnc2c(nnn2Cc2ccc(F)cc2)c1=O)NCC1CCCO1 (stereo not given)	-3%	22%	4%	-11%	4	x	16	0%	-0.7
CCCCn1nc(C(=O)N(C)C2CCCCC2)c2ccccc2c1=O	-1%	11%	u	-4%	2	3	10	-6%	0.1
CN(C(=O)COC(=O)c1cccc(S(=O)(=O)N2CCCCCC2)c1)c1ccccc1	-13%	5%	u	4%	3	-7	4	-17%	-0.7
Cc1nonc1N1CCN(Cc2cn[nH]c2-c2ccc3c(c2)OCO3)CC1	1%	14%	-4%	-2%	1	0	4	-11%	-2.7
O=C(c1cccc(Cl)c1)N(Cc1cccs1)C1CCS(=O)(=O)C1 (stereo not given)	-1%	3%	-12%	-8%	5	7	0	-4%	-0.6
Nc1ccccc1SCC(=O)Nc1nccs1	-15%	0%	20%	-1%	12	0	7	11%	-4.6
O=[N+]([O-])c1ccc(-c2ccc(/C=N/O)o2)cc1	0%	8%	19%	-1%	9	-3	20	5%	-3.5
CC(C)c1ccc(NC(=O)c2sccc2-n2cccc2)cc1	-1%	15%	u	3%	-2	19	-6	38%[activator]	-3.9
